Source: PubChem BioAssay
hERG WT inh = qHTS for Inhibitors of KCHN2 3.1: Wildtype qHTS; 340,000 compounds, 0.37% hits; Voltage-gated inwardly rectifying potassium channel KCNH2 (Homo sapiens), Q12809; activity change, % at 1.84 µM; U2OS, BacMam KCNH2, thallium flux FluxOr; stronger effect = lower value; AID 720551, 2013;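 active = maximum activity change below -70%; inconclusive = maximum activity change between -70% and -50%; inactive = maximum activity change above -50%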; note: % is set by controls: 0 for no effect and ±100 for the full control effect
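U2OS cells were transduced with wild-type KCNH2 virus (2.03 x 10^8 / mL) for 4 h at room temperature, then cultured overnight at 37 C. Thallium flux was read with FluxOr dye. Rate constants were normalized to DMSO controls.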
B2AR arrestin = qHTS assay of beta-arrestin-biased ligands of beta2-adrenergic receptor. Potency, µM (doses to about 46.1 µM), without a hit: at the highest dose activation, hits mostly activators. 330,000 compounds, 0.02% hits. beta-arrestin recruitment to beta2AR, cell-based reporter;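 note: potency is the fitted concentration of half-maximal effect; 0% = DMSO controls and full agonism = EC100 isoproterenol or metaproterenol; nearly all actives have a fitted effect of over 65% in size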
Target sequence (P07550 whole entry, looked up): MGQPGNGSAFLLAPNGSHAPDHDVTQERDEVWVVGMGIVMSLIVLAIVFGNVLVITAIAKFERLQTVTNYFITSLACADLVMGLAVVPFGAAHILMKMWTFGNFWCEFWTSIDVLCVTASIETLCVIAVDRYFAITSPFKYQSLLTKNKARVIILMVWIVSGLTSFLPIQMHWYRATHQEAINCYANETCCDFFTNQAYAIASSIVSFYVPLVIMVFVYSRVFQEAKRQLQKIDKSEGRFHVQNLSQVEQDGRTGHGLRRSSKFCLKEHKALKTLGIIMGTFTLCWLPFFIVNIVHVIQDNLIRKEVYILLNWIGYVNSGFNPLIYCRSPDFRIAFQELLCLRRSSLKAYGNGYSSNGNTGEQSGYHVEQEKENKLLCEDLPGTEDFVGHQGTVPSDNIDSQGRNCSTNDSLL
GALK inhibitor = qHTS Assay for Inhibitors of Human Galactokinase (GALK). 270,000 compounds, 0.007% hits. Potency, µM (series often up to 57.5 µM), for the others: at the top dose activity change, negative = inhibition, most hits filed as inhibitors. Purified GALK, Kinase-Glo residual ATP luminescence. P51570. AID 1868, 2009; note: potency is the fitted concentration of half-maximal effect; % is set by controls: 0 for no effect and ±100 for the full control effect
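Luminescence from leftover ATP (Ultra-Glo luciferase/luciferin) served as read-out after a 1 h room-temperature reaction of 5 nM GALK with 35 uM ATP and 100 uM galactose.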
KCNH2 3.1 inh = qHTS for Inhibitors of KCHN2 3.1: Mutant qHTS; Potassium voltage-gated channel subfamily H member 2, brain isoform KCNH2 3.1 (human); U2OS KCNH2 3.1, thallium flux FluxOr; stronger effect = lower value; activity change, % (tested at about 1.8 µM); 340,000 compounds, 0.95% hits; AID 720553, 2013;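 active = maximum activity change below -70%; inconclusive = maximum activity change from -70% to -50%; inactive = maximum activity change above -50%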;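 note: thallium influx rate constant from kinetic fluorescence after stimulation buffer; % is set by controls: 0 for no effect and ±100 for the full control effect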
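U2OS cells transduced with KCNH2 3.1 mutant virus (1.77 x 10^8 /mL, 4 h), plated overnight at 37 C, loaded 45 min with FluxOr dye plus Red40 quencher. Thallium flux rate constant from kinetic reads after stimulation buffer, normalised to controls.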
Giardia killer = Small Molecules that selectively kill Giardia lamblia: qHTS; Giardia lamblia trophozoite viability; activity change, % at 7.66 µM, hits read low; 340,000 compounds, 0.15% hits; AID 540267, 2011; in the data active = activity change below about -80%; inconclusive = between about -30% and that limit;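 note: parasites exposed to compound for two days anaerobically before the ATP read; % is set by controls: 0 for no effect and ±100 for the full control effect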
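Giardia trophozoites, 100 cells per well, were exposed to compounds for 48 hrs at 37 deg C under anaerobic conditions; viability was then read as ATP content by bioluminescence after 15-30 min at room temperature.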
Menin MLL FP TR = qHTS Assay for Inhibitors Targeting the Menin-MLL Interaction in MLL Related Leukemias: Competition With Texas Red Labeled MLL-derived Mutant Peptide; Menin + Texas Red MLL mutant peptide, fluorescence polarization; Potency, µM (series often up to 61.6 µM), for the others: at the highest dose FP activity change, negative = inhibition, hits mostly inhibitors; AID 1768, 2009; O00255; 270,000 compounds, 0.23% hits; active = well fitted inhibition curve with a large enough effect in the polarisation, with a control signal flat, not every such curve was filed as active; inconclusive = small, poorly fitted or top-dose-only effect, or effect the other way, or a change in a side signal; inactive = no such curve, though single readings can be large or run the other way; the % refers to the polarisation; note: potency is the fitted concentration of half-maximal effect; % of control where 0% means no effect; many of its hits are not listed in these tables
TRPV1 ag = HTS Assay for Compounds that Act as Agonists of the Vanilloid Receptor 1; Transient receptor potential cation channel subfamily V member 1 (Homo sapiens), Q8NER1; TRPV1-expressing cells, Fluo-8 calcium influx, agonist mode; activation, % at 8.33 µM; 320,000 compounds, 0.19% hits; AID 540275, 2011; in the data active = activation above about 80%; inconclusive = between about 30% and that limit; note: 0% is about no effect
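TRPV1-expressing cells were cultured overnight at 35.5C and loaded with Fluo-8 calcium dye for 40 to 90 min at room temperature. After a 10 s baseline, compound was added and calcium influx was read kinetically for 3 min (ex 480/em 520 nm).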
USP2a block = qHTS Assay for Inhibitors of Ubiquitin-specific Protease USP2a Using CHOP2 as the Reporter; Ubiquitin carboxyl-terminal hydrolase 2 (Homo sapiens), O75604; USP2 core, Ub-CHOP2 coupled fluorogenic reporter, 485/531; 330,000 compounds, 0.01% hits; Potency, µM (doses to about 38.3 µM), for the others: top-dose activity change, negative = inhibition, actives largely listed as inhibitors;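 note: potency is the fitted concentration of half-maximal effect; plate controls were DMSO wells for no effect and full inhibition by NEM control for full effect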
Target sequence (O75604 whole entry, looked up): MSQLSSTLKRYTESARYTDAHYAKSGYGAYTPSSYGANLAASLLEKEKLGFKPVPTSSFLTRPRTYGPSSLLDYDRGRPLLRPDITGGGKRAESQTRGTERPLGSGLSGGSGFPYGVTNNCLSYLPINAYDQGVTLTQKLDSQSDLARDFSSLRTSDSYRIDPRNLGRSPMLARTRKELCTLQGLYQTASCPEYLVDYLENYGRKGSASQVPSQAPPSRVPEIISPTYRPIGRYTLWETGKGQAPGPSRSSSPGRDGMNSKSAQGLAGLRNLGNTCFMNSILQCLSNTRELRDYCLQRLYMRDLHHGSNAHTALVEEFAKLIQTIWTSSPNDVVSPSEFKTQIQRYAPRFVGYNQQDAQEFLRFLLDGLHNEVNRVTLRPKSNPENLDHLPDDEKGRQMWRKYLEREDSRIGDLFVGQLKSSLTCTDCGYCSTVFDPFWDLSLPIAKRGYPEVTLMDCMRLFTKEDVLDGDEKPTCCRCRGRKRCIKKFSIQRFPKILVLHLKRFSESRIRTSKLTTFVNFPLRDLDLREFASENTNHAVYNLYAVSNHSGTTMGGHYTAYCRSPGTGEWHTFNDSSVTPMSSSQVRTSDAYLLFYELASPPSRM
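Cell-free coupled assay: 10nM USP2 core preincubated 30min RT with compound in Tris-HCl pH 8.0/CaCl2/CHAPS buffer, then 25nM Ub-CHOP2 and 25nM reporter substrate; fluorescence (Ex 485/Em 531) read after 60min RT, normalized to NEM inhibition, concentration-response curves fitted.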
CXXC DNA block = qHTS Fluorescence Polarization Assay for Inhibitors of MLL CXXC domain - DNA interaction. 290,000 compounds, 0.037% hits. AID 2662, 2010. Potency, µM (top dose mostly 115 µM), for inactives: at the highest dose activity change, negative = inhibition, hits mostly inhibitors. MLL-CXXC / FITC-HOXA9 DNA fluorescence polarization. Histone-lysine N-methyltransferase 2A (Homo sapiens), Q03164; active = well fitted inhibition curve with a large enough effect in the polarisation, with a control signal flat, not every such curve was filed as active; inconclusive = small, poorly fitted or top-dose-only effect, or effect the other way, or a change in a side signal; inactive = no such curve, though single readings can be large or run the other way; the % refers to the polarisation; note: potency is the fitted concentration of half-maximal effect
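Purified MLL-CXXC (added from a 7 uM solution) was preincubated 5 min at ambient with pinned compounds in 50 mM Tris-HCl pH 7.5, 50 mM NaCl, 1 mM DTT, 0.05% BSA. Fluorescein-labeled HOX-A9 DNA (50 nM solution) followed, 30 min, then polarization read.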
PKM2 activator = qHTS Assay for Activators of Human Muscle isoform 2 Pyruvate Kinase; purified PKM2, Kinase-Glo ATP luminescence, activation; response scale: 0% is enzyme alone, no compound; Pyruvate kinase PKM (Homo sapiens), P14618; Potency, µM (doses to about 57.5 µM), for the others: top-dose activation, actives largely listed as activators; AID 1631, 2009; 260,000 compounds, 0.34% hits; note: potency is the fitted concentration of half-maximal effect; % is set by controls: 0 for no effect and ±100 for the full control effect; nearly all actives have a fitted effect of over 55% in size
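Purified hPK-M2 (>95%) run at intermediate activity with 0.1 mM ADP and 0.5 mM PEP in 50 mM imidazole pH 7.2, KCl, MgCl2; 1 h room temperature. ATP formed read by Kinase-Glo luminescence; normalized to uninhibited and no-enzyme controls.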
Coupling enz = qHTS Assay for Inhibitors of Fructose-1,6-bisphosphate Aldolase from Giardia Lamblia: Coupling assay counterscreen. activity change, negative = inhibition, % at 58.2 µM, hits read low. 290,000 compounds, 0.67% hits. AID 2472, 2010. coupling enzyme system counterscreen, AmpLite Red fluorescence; in the data active = activity change below about -30%; note: % is set by controls: 0 for no effect and ±100 for the full control effect
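Activity here indicates interference with the coupling reaction, not aldolase inhibition. Compounds at 57.5 uM final met coupling enzymes for 10 min at RT; substrate and AmpLite Red detection followed, with a 525/598 nm fluorescence read after 20 min.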
Starred values were filed as active, the others as inactive; ? = inconclusive; · = not tested or not shown; & = joins results of further samples; [ ] = dose if it differs, or a comment. Unless noted, calls come from the whole dose curve; as a rule, active = well fitted curve in the direction sought with a large enough effect; inconclusive = small, poorly fitted or top-dose-only effect, or another doubt; inactive = no such curve, though single readings can be large; an effect the other way counts as inactive or inconclusive.

SMILES	hERG WT inh	B2AR arrestin	GALK inhibitor	KCNH2 3.1 inh	Giardia killer	Menin MLL FP TR	TRPV1 ag	USP2a block	CXXC DNA block	PKM2 activator	Coupling enz
O=C(Cn1nc(-c2ccccc2)c2ccccc2c1=O)NCC1CCCO1 (stereo not given)	-7	-1.7%	4%	-6	10	-2%	0	-1%	3%	0%	1
Oc1ccccc1C(Nc1nccs1)c1ccc2cccnc2c1O (stereo not given)	2	?	0%	-5	8	·	-2	0%	-1%	-4%	0
CCOC(=O)c1cc2sccc2n1CC(=O)N1CCc2ccccc21	-4	0.0%	1%	1	4	-10%	2	-1%	24%	8%	0
O=C(NCCC1=CCCCC1)c1cc(COc2c(F)cccc2F)on1	-15	5.1%	3%	-8	12	-4%	23	3%	13%	3%	1
Cn1cnnc1SCC(=O)Nc1ccccc1Oc1ccccc1	5	-1.0%	-2%	-6	5	12%	-8	0%	-2%	-14%	0
CCOC(=O)c1cnc(SCc2nc(N)nc(Nc3ccc(C)cc3)n2)nc1N	5	-0.7%	-2%	-23	-23	11%	5	-1%	48%[activator]	6%	-1
Cc1cc(Nc2ccc(F)cc2Cl)n2ncnc2n1	4	-0.2%	0%	1	-14	33%[activator]	-3	3%	-3%	-8%	-2
CC(C)OP(=O)(OC(C)C)C(Nc1ccccc1)c1cccc2c1OCO2 (stereo not given)	14	0.5%	2%	12	9	-2%	29	-2%	-5%	1%	8
CN(Cc1ccc(C(C)(C)C)cc1)C(=O)c1ccc2c(=O)n3c(nc2c1)CCC3	-2	-0.4%	·	-3	-9	·	13	1%	·	·	·
C=CCN(C(=O)c1cccc(S(=O)(=O)N2CCN(C)CC2)c1)c1nc(-c2ccccc2)cs1	14	-0.8%	-3%	-4	-9	13%	3	4%	15%	0%	-3
O=C(NCc1n[nH]c(=S)n1-c1ccccc1Cl)c1ccc(S(=O)(=O)N2CCCCC2)cc1	3	-0.3%	7%	8	14	-19%	3	0%	-13%	-11%	3
Cc1cc(C(=O)COC(=O)c2cccs2)c(C)n1-c1c(C)n(C)n(-c2ccccc2)c1=O	-1	-0.7%	7%	-3	4	-4%	-2	3%	2%	-3%	3
CCCc1cc(=O)n2[nH]c(SCc3ccccc3)nc2n1	12	4.4%	1%	9	-6	18%	-2	2%	-1%	-4%	-10
O=C(OCC(=O)N1CCCC1)c1ccc(O)cc1	-4	0.3%	0%	2	5	13%	2	1%	-5%	-10%	-3
COc1cc(-c2cc(=O)c3c(O)c(OC)c(OC)c(O)c3o2)ccc1O	-3	-0.5%	-3%	10	0	?	0	0%	21%	2%	-5
O=C(CCN1CCN(C/C=C/c2ccccc2)CC1)Nc1cccc(F)c1	-92*	0.0%	12%	-109*	-2	-3%	3	0%	-5%	0%	-1
O=C(COC(=O)c1cccc(S(=O)(=O)N2CCCCC2)c1)NC1CCCc2ccccc21 (stereo not given)	-5	0.3%	1%	-2	1	2%	-1	2%	1%	5%	0
O=C(Nc1ccccc1)c1ccc(NCc2cccnc2)c(S(=O)(=O)N2CCOCC2)c1	-3	-0.2%	-1%	6	-18	34%[activator]	-2	3%	3%	-7%	-1
CCOc1ccc(NC(=O)c2oc3ccccc3c2NC(=O)CC)cc1	·	-0.3%	-5%	·	·	-3%	13	5%	-4%	-1%	0
Cn1nc(C(=O)N2CCN(c3ccccn3)CC2)c2ccccc2c1=O	-13	-0.5%	·	0	24	·	-4	-2%	·	·	·
Nc1nnc(SCc2ccc3c(c2)OCO3)s1	0	·	1%	-1	3	-13%	-4	·	-3%	2%	1
COc1ccc(C(=O)Nc2cccc(-c3ccc4nncn4n3)c2)cc1OC	-9	0.0%	0%	2	14	13%	1	0%	6%	-1%	1
Cc1ccc(C)c(Cn2cnc3c(cnn3C(C)(C)C)c2=O)c1	-3	-0.8%	-2%	-3	-10	?	-3	-2%	7%	-1%	1
Cc1cc(Br)ccc1OCCn1ccnc1	8	-0.2%	2%	27	4	-8%	3	2%	0%	?	0
O=C(CCN1C(=O)/C(=C/c2ccccc2Cl)SC1=S)NCCCN1CCOCC1	-5	-1.5%	-7%	23	2	·	-8	1%	-6%	·	·
More entries follow:
SMILES	hERG WT inh	B2AR arrestin	GALK inhibitor	KCNH2 3.1 inh	Giardia killer	Menin MLL FP TR	TRPV1 ag	USP2a block	CXXC DNA block	PKM2 activator	Coupling enz
Cc1cccc(OCc2ccc(C(=O)N3CCOCC3)o2)c1	-3	-0.1%	-2%	-1	8	?	-5	0%	9%	-5%	2
COc1cc(CCC(=O)NNC(=O)c2cccc(Cl)c2)cc(OC)c1OC	-8	-0.4%	0%	-14	3	-28%	0	-1%	6%	2%	-2
Cc1ccc(O)c(C(=O)c2cnn(-c3ccc(S(=O)(=O)N4CCOCC4)cc3[N+](=O)[O-])c2)c1	10	-0.1%	7%	-10	24	11%	0	1%	-4%	-6%	0
CCCc1cc(=O)[nH]c(SCC(=O)NC2CC2)n1	-4	-0.8%	·	18	-10	·	·	2%	·	·	·
CCOC(=O)C1(Cc2ccc(OC)cc2)CCN(C(=O)c2sc(C)nc2C)CC1	34	0.2%	1%	8	2	?	4	3%	1%	0%	3
COc1cccc(-c2ccc3ncnc(NCc4cccs4)c3c2)c1	·	0.1%&0.0%	·	·	-1	12%	?	5%&0%	·	·	2
COCCOC(=O)c1[nH]c2c(c1C)C(=O)CC(c1ccc(N(C)C)cc1)C2 (stereo not given)	-12	0.2%	3%	27	-6	8%	8	1%	2%	11%	0
CC(C)(C)c1ccc(CN2N=Nc3ccccc3S2(=O)=O)cc1	5	-0.3%	3%	8	3	?	0	-8%	-5%	3.2µM*	-49*
COc1cc(NC(=O)COc2c(C)cc(C)cc2[N+](=O)[O-])c(OC)cc1Cl	5	0.2%	1%	-21	13	2%	1	2%	-2%	4%	-1
CC(O)c1nc2ccc(Cc3ccc4nc(C(C)O)[nH]c4c3)cc2[nH]1 (stereo not given)	2	-0.2%	2%	5	46[activator]	5%	2	-1%	0%	-15%	-1
COC(=O)C(CCSC)NC(=O)C(NC(=O)C1CCC(C)CC1)C(C)C (stereo not given)	2	-0.3%	1%	2	6	17%	1	3%	-26%	-4%	1
CCOc1cc(/C=N/NC(=O)CN(CCc2ccccc2)S(=O)(=O)c2ccc(NC(C)=O)cc2)ccc1O	2	-0.9%	1%	0	3	25%	-6	-1%	?	-5%	2
CCOC(=O)C1CCCN(S(=O)(=O)c2ccc(F)c(C(=O)Nc3ccc(F)c(F)c3)c2)C1 (stereo not given)	-27	3.6%	1%	?	24	9%	1	-3%	5%	-6%	0
O=C(c1cc2cc([N+](=O)[O-])ccc2oc1=O)n1cccn1	-6	-0.1%	0%	5	-19	?	-6	2%	15%	1%	9
Cc1cc(NC(=O)COC(=O)COc2ccc3c(c2)CCC3)no1	-10	-0.2%	0%	7	1	-14%	6	-1%	5%	0%	0
C/C(=N\NC(=O)c1ccc(F)cc1)c1cccc(NC(=O)c2cccc(F)c2)c1	-29	0.2%	6%	-18	-10	·	11	-4%	6%	-6%	·
CC(=O)NC1CCC(C(=O)O)(c2ccccc2)C1 (stereo not given)	-11	-0.1%	0%	-3	-10	-2%	-4	1%	7%	0%	3
COC(=O)/C=C/c1ccc2c(c1)OCO2	3	-0.1%	1%	2	-26	15%	-1	12%	-3%	0%	0
Cc1cc2oc(=O)cc(CN(C)Cc3ccccc3F)c2cc1Cl	-2	-0.5%	-2%	-3	11	-8%	14	-4%	-7%	3%	3
Cc1nc2cc(-c3cccc(F)c3)nn2c(C)c1CCC(=O)N1CCN(c2ccccn2)CC1	-11	-0.9%	2%	-29	3	·	-2	-1%	23%	5%	1
COc1ccc(OC)c(NC(=O)CCNS(=O)(=O)c2ccc3[nH]c(=O)oc3c2)c1	-3	-0.9%	-1%	-2	5	0%	1	-2%	-2%	-3%[0.46 µM]	1
Cc1ccc(S(=O)(=O)N(CC(=O)NCc2ccco2)C2CCCCC2)cc1	10	0.0%	-2%	-4	13	?	0	0%	1%	1%	1

A portion of the library; the hit share may differ from the screen's.
